Rad51 HR inh = human RAD51 strand exchange inhibitors, primary screen, biochemical, fluorescence; 0.085% of 200,000 active; hRad51 DNA strand exchange, fluorescence dequenching; inhibition, % at 10 µM; AID 1385, 2008;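 active means inhibition above 40% at the single screening dose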;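 further: 0% = DMSO control wells and 100% = blanks with heterologous ssDNA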
Target sequence (Q06609 whole entry, looked up): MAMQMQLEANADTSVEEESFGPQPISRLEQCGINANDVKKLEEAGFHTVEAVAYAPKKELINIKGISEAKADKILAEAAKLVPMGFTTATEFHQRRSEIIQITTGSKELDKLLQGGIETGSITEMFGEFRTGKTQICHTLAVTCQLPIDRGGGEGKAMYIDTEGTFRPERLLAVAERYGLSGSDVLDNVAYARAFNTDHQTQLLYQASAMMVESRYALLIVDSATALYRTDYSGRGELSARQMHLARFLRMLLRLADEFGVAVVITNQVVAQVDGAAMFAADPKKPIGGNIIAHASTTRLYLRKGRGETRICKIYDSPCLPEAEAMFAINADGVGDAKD
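Material: hRad51 filaments on single-stranded DNA; Reagent: Donor/quencher-labelled 47-bp dsDNA substrate; Compound: 10 µM final, single point; Schedule: 37 °C 15-min filament assembly, 30-min compound preincubation, 15-min exchange; Technique: FRET fluorescence, excitation 485 nm, emission 520 nm; Benchmarks: control wells and blank wells on each plate.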
Mdm2 ligase inh = MDM2-luciferase reporter signal enhancers, primary screen, MDM2 E3 ligase inhibitor project, cell-based, luminescence, 1536-well. E3 ubiquitin-protein ligase Mdm2 (Homo sapiens), Q00987. cell-based MDM2 ubiquitination luciferase reporter, 2 h; 0 = plate control, 100 = twice control, blank-subtracted. signal enhancement, % at 5 µM. 0.11% of 210,000 active. AID 1230, 2008;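 active means signal enhancement of 30% or more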;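 further: luminescence tracks abundance of the self-degrading MDM2-luciferase fusion protein; higher signal means inhibition of MDM2 E3 ligase activity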
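test system = mammalian cells stably expressing self-ubiquitinating, self-degrading MDM2 E3–luciferase fusion | quantity = 2000 cells/well | incubation = cell settling 4 h, compound treatment 2 h, both 37 °C | signal = luminescence with SteadyLite reagent, 15 min at room temperature | evaluation = % enhancement relative to plate controls after blank subtraction | benchmarks = plate controls and plate blanks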
Wee1 degr inh = Wee1 degradation inhibitors, primary screen, cell-based, HeLa, Wee1K328M-luciferase, luminescence; Wee1-like protein kinase (Homo sapiens), P30291; HeLa Luc-Wee1K328M stability; 100% = proteasome inhibitor MG132 effect; reporter increase, % at 5 µM; 1.2% of 220,000 active; AID 1321, 2008;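 active means activation above the mean of all tested compounds plus 3 SD, set per screening run, cut at about 8.8% in these data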;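 further: cells exposed to compound for 20 h before luminescence read; 0% = DMSO alone and 100% = MG132 at 30 µM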
FXIa inh = human FXIa protease inhibitors, primary screen, biochemical, 1536-well; Coagulation factor XI (Homo sapiens), P03951; 0.14% of 220,000 active; purified FXIa, Boc-Glu-Ala-Arg-AMC fluorogenic substrate; inhibition, % at 5 µM;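 active means inhibition of at least 40%; inactive means inhibition below 40%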;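 further: fluorescence of freed AMC excited at 355 nm; 0% = enzyme without compound and 100% = no enzyme blank; many of its hits are not listed in these tables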
FXIIa inh 1536 = human FXIIa protease inhibitors, primary screen, biochemical, 1536-well | Coagulation factor XII (Homo sapiens), P00748 | purified FXIIa, Boc-QGR-AMC fluorogenic substrate, 2 h | inhibition, % at 5 µM | 0.3% of 220,000 active; in the data active means inhibition above about 40%;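 further: 0% = enzyme with no compound and 100% = blank without enzyme; many of its hits are not listed in these tables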
eIF4E 4G PPI = eIF4E–eIF4G protein interaction inhibitors, primary screen, biochemical, uHTS, TR-FRET, eIF4GI fragment. AID 782, 2007. TR-FRET eIF4E-eIF4GI(517-606) binding, 2 h. 0.37% of 220,000 active. inhibition, % at 21.7 µM;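 active means inhibition above about 30%, limit read from the data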;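 further: 0% = full FRET control wells and 100% = background wells lacking eIF4GI fragment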
KLK5 inh = human KLK5 protease inhibitors, primary screen, biochemical, 1536-well. Kallikrein-5 (Homo sapiens), Q9Y337. recombinant hK5, fluorogenic AMC substrate cleavage. inhibition, % at 5 µM. 0.59% of 210,000 active. AID 873, 2007;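 active means inhibition of 40% or more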;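 further: 0% = enzyme controls without compound and 100% = no-enzyme blanks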
Target sequence (Q9Y337 67-293 limits assumed): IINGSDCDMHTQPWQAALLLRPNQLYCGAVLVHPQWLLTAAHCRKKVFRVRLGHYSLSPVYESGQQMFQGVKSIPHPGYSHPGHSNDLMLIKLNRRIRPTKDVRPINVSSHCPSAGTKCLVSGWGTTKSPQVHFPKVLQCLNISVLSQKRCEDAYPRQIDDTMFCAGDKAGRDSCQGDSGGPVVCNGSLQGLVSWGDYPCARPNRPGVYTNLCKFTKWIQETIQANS
p97 ATPase inh = inhibitors of human p97 ATPase, primary screen, biochemical. recombinant p97 ATPase, Kinase-Glo ATP luminescence, 3 h. 0.42% of 220,000 active. AID 1481, 2009. inhibition, % at 8 µM; in the data active means inhibition above about 15%;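 further: 0% = DMSO vehicle and 100% = wells lacking enzyme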
14-3-3 Bad inh = inhibitors of 14-3-3 zeta/Bad binding, primary screen, biochemical, TR-FRET, bovine 14-3-3 zeta; 0.71% of 220,000 active; 14-3-3 protein zeta/delta (Bos taurus), P63103; inhibition, % at 21.7 µM; TR-FRET 14-3-3zeta/Dy647-pBad peptide displacement, 1 h;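 active means inhibition above about 70%, limit read from the data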;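 further: 0% = full 14-3-3 plus peptide FRET controls and 100% = background without 14-3-3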
Target sequence (P63103 whole entry, looked up): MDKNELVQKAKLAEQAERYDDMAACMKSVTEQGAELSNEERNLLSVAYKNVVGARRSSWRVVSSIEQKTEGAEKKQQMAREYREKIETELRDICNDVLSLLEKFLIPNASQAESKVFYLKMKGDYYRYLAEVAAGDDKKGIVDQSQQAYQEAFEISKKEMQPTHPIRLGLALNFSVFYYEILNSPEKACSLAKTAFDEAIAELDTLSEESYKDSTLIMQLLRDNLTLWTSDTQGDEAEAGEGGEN
* marks the source's active call; other numbers are inactive results; . = not tested or not shown; [ ] = dose if it differs, or a comment.

Rad51 HR inh,Mdm2 ligase inh,Wee1 degr inh,FXIa inh,FXIIa inh 1536,eIF4E 4G PPI,KLK5 inh,p97 ATPase inh,14-3-3 Bad inh,compound
-24,-23,-2,1,7,2,3,7,-4,Cc1ccc(NC(=O)CSc2nc3ccccc3c(=O)n2CCCN2CCCCC2)cc1Cl
.,-1,-1,2,6,2,-1,1,-2,N#C/C(=C\c1cccc(O)c1)c1nc2ccccc2o1
5,-1,1,-5,9,-1,-14,3,1,Cc1ccc(C(=O)COC(=O)C2C3C=CC(C3)C2C(=O)OCC(=O)c2ccc(C)c(C)c2)cc1C (configuration not stated)
11,-10,-2,-4,1,8,-11,4,-6,Cc1cc(NS(=O)(=O)c2ccc(NC(=O)c3cc4c(=O)n5ccccc5nc4s3)cc2)nc(C)n1
21,-3,0,-1,8,0,-2,3,-20,O=C(CN1CCS(=O)(=O)CC1)NNC(=O)C1CCCCC1
6,-18,6,-3,6,-5,-6,0,-5,O=S(=O)(c1ccc(OCC(O)CN2CCN(c3ccccc3Cl)CC2)cc1)N1CCOCC1 (configuration not stated)
4,-7,-2,2,9,-3,-2,0,-13,O=C(Sc1ccc(Cl)cc1)c1cccc(Cn2cc(C(F)(F)F)ccc2=O)c1
12,-8,-1,-1,6,1,0,6,0,O=C(Nc1ccc(F)cc1)Nc1csc2ccccc12
-9,11,0,4,14,2[fluorescence artefact?],-32,2,39,COc1cc(CN2CCN(C(=O)CC(C)C)CC2)cc(OC)c1O
-1,8,0,4,12,-3,4,-8,-7,CC(C)(C)NC(=O)C1N(c2cccnc2)C(=O)C2C(C(=O)Nc3ccccc3)C3(C)C=CC21O3 (configuration not stated)
-6,.,1,0,-2,1,-12,-1,-1,O=C(NCc1ccc(F)cc1)C(=O)NCC1OCCN1S(=O)(=O)c1cccs1 (configuration not stated)
.,-4,-4,4,4,2,-5,4,0,Cc1cc(C)nc(N/N=C/c2cn[nH]c2-c2ccc(F)cc2)n1
0,-8,-4,5,13,1,-4,3,6,COCCCNC(=O)Cn1ncc2c(=O)oc3ccccc3c21
-12,5,3,0,13,-1,0,0,-13,CCOC(=O)c1c(C)oc2c1c(C=NCCC(=O)O)c(O)c1ccccc12
.,8,1,1,9,12,-11,-3,38[fluorescence artefact?],COc1cc(/C=N/NC(=O)c2ccc(COc3ccccc3Cl)o2)cc(Br)c1O
-8,-26,1,4,27,15,3,2,-5,COc1ccccc1-n1c(=O)c2c3c(sc2n2c(SC(C)C)nnc12)CCC3
2,-12,7,-3,7,1,-2,-2,2,CC(=O)Nc1ccc(S(=O)(=O)N2CCCC(C(=O)O)C2)cc1 (configuration not stated)
0,-36,11*,-5,6,-2,-6,0,4,O=C(CN1C(=O)NC(CCc2ccccc2)C1=O)NC1CC1 (configuration not stated)
7,-5,3,-13,-8,0,-1,5,9,CC1C/C(=N/NC(=O)c2cccc(F)c2)c2ccc(O)cc2C1 (configuration not stated)
2,-7,-2,0,9,-1,1,1,-15,O=C(C[n+]1cccc(/C=N/O)c1)N1CCCCCC1
-3,.,-3,-2,5,-2,-15,-1,-1,CNCCCC1c2ccccc2C=Cc2ccccc21
-2,12,0,8,9,2,2,-1,-3,CN(C1CCCC1)C1CCN(C(=S)Nc2cc(F)cc(F)c2)CC1
2,-1,-2,-4,8,1,-2,6,-13,COC(=O)C1C(c2ccc(N(C)C)cc2)C(C(=O)OC)S(=O)(=O)CS1(=O)=O (configuration not stated)
15,-40,2,5,8,1,7,-10,-1,O=C(/C=C/Nc1ccccc1C(F)(F)F)c1ccco1
.,.,7,5,4,4,-20,4,-1,O=C(/C(=N\Nc1ccccc1)Sc1nnnn1-c1ccccc1)c1ccccc1
0,-2,0,-5,11,-4,-21,-6,-5,CCN(CCCNC(=O)c1c(C)cc(=O)oc1C)c1cccc(C)c1
-1,-14,-1,-2,13,5,-5,0,3,COCCOc1cc(N2C(=O)CSCC2=O)c(Cl)cc1Cl
4,-14,0,-3,-2,1[fluorescence artefact?],10,0,-5,O=C(NCc1nnc(SCc2ccccc2)n1-c1ccc(F)cc1)C12CC3CC(CC(C3)C1)C2
.,-9,-2,0,6,-2,-9,0,34,COc1ccc(C(C)=O)cc1CSc1nc2cc(C(=O)O)ccc2c(=O)n1Cc1ccccc1
-8,-8,1,3,4,3,-18,4,17,Cc1cc(=O)oc2cc(OCC(=O)N3CCc4ccccc4C3)ccc12

Next records
Rad51 HR inh,Mdm2 ligase inh,Wee1 degr inh,FXIa inh,FXIIa inh 1536,eIF4E 4G PPI,KLK5 inh,p97 ATPase inh,14-3-3 Bad inh,compound
-7,-5,1,-2,12,-2,-15,37*,11,CCC(NC(=O)Nc1ccc(O)cc1)(C(F)(F)F)C(F)(F)F
-3,-3,2,6,3,8,-18,5,0,COc1ccccc1C(=O)Nc1nnc(SCC(=O)Nc2ccc3c(c2)oc2ccccc23)s1
-7,-7,0,3,8,-1,0,3,6,C=C(C(=O)O)C(CCCCCC)C(=O)O (configuration not stated)
6,9,3,0,6,-2,0,3,-1,CCN(CC)N=Nc1ccc(S(N)(=O)=O)cc1
.,-1,1,-6,1,3,-11,5,4,CCC(C)[C@H](NC(=O)CCn1nnc2ccccc2c1=O)C(=O)O (some centres not stated)
-4,-19,4,0,6,3,0,-3,5,CC(C)NC(=O)C1CCN(c2ccc(S(=O)(=O)N3CCOCC3)cc2Cl)CC1
3,-10,-1,8,8,-3,-6,-1,1[fluorescence artefact?],CCCOP(=O)(c1ccccc1)c1ccccc1
-7,-9,0,2,5,1,-15,5,9[fluorescence artefact?],C/C(=N/NC(=O)C1CC1(c1ccccc1)c1ccccc1)c1ccco1 (configuration not stated)
5,0,0,3,9,6,-6,6,4,Cc1ccccc1C(=O)NNC(=O)CN1C(=O)c2ccccc2C1=O
1,-8,-1,-5,7,.,-6,3,.,O=S(=O)(Nc1ccccc1)c1ccc(Oc2ncc(C(F)(F)F)cc2Cl)cc1
0,3,-1,-3,7,-2,1,1,-8,COc1ccc(-c2[nH]ncc2CNCC(C)(C)N2CCOCC2)cc1F
-1,-7,3,5,9,3[fluorescence artefact?],2,0,11[fluorescence artefact?],Cc1cc(C)n(CCSCC(=O)O)n1
10,-16,3,-5,9,-1,-5,3,6,Cc1ccc2c(c1)sc1ncc(NC(=O)c3ccc(F)cc3)c(=O)n12
9,8,5,-5,-2,0,-4,0,6,Nc1c(C(=O)Nc2ccccc2)c2nc3ccccc3nc2n1-c1ccc(O)cc1
0,-15,1,-5,8,2,-3,0,4,CCCn1nnc(NC(=O)c2ccco2)n1
.,-7,0,5,8,-4[fluorescence artefact?],-10,4,15,CC(C)(C)c1ccc(S(=O)(=O)N2CCSC2)cc1
.,3,1,7,19,3,-64,5,-21,COc1ccc(C(=O)NC(=S)NNC(=O)c2ccc(NC(=O)C(C)C)cc2)cc1
12,-16,-2,-2,-6,-1,0,6,9[fluorescence artefact?],COCCn1cnc2c1c(=O)n(CC(=O)Nc1cc(C)on1)c(=O)n2Cc1ccccc1
-20,-12,8,-8,5,6[fluorescence artefact?],-16,1,-3,CC(=C\C(=O)O)/C(=C/c1ccc(C)o1)C(=O)O
-9,3,0,2,17,3,6,-4,19,CCOC(=O)CSc1nc2c(c(=O)[nH]c(=O)n2C)n1CCc1ccccc1
1,-5,-2,3,12,1[fluorescence artefact?],-2,0,3[fluorescence artefact?],N#CCCN1CCN(S(=O)(=O)c2ccc(S(=O)(=O)N3CCCC3)cc2)CC1
.,-10,-1,3,8,2,-9,0,-22,Cc1c(C(=O)N(C)C)c2ccc(Cl)cc2n1O
7,-22,-2,-7,10,-5,4,-7,41,CC(C)NCCCOc1ccc(Cl)cc1Br
19,-10,1,5,18,2,-10,4,3,COCC(=O)Nc1cc([N+](=O)[O-])ccc1OC
2,-4,0,6,17,-27,-4,-4,-13,CCCSc1nc(SCC(=O)NCc2ccccc2)c2c3c(sc2n1)COC(C)(C)C3
4,-8,1,6,15,4,0,-7,13,C=CCn1c(SC2CCOC2=O)nc2sc(CC)cc2c1=O (configuration not stated)
-9,16,.,-2,1,-7,-2,.,-4,N#Cc1ccc(C23CC4(C2)[C@H](CN(CC2CCCCC2)[C@@H]4c2ccccc2)C3c2ccc(Cl)nc2)cc1 (some centres not stated)
2,-20,-1,-1,5,11,-13,8,16,CCOC(=O)C(NC(=O)c1ccc(OC)cc1)(N1CCOCC1)C(F)(F)F (configuration not stated)
2,-12,0,-2,5,-2[fluorescence artefact?],-21,5,2,COc1ccc(OC)c2sc(NC(=O)CCSc3ccccc3)nc12
4,-5,3,-1,.,-4,2,-1,-13,COc1ccc(-n2c(NN)nc3sc4c(c3c2=O)CCCC4)cc1

Further records.
Rad51 HR inh,Mdm2 ligase inh,Wee1 degr inh,FXIa inh,FXIIa inh 1536,eIF4E 4G PPI,KLK5 inh,p97 ATPase inh,14-3-3 Bad inh,compound
2,-14,1,-4,-13,-8,3,-3,-7[fluorescence artefact?],CN(C)/C=N/c1ncc(C(=O)c2ccc3ccccc3c2)s1
-30,-4,5,3,12,3,-8,4,-15,CCCN1CCC(=NNc2ccc(S(N)(=O)=O)cc2[N+](=O)[O-])CC1
.,2,-3,-1,5,2,-2,2,-6,NC(=S)N/N=C/c1ccccc1[N+](=O)[O-]
.,-6,-3,6,-5,-16[fluorescence artefact?],-4,4,44[fluorescence artefact?],O=c1/c(=C/c2ccco2)sc2n1CN(c1cccc(Br)c1)CN=2
3,-3,-2,1,7,3,-3,7,0,O=C(Nc1nnc(C(F)(F)F)s1)c1c(F)cccc1F
-7,-2,0,10,14,4,3,-7,4,COC(=O)c1cc(C(=O)N2CCN(c3ccccc3OC)CC2)cc([N+](=O)[O-])c1

Source: PubChem (several laboratories)
